Assay outcomes from PubChem BioAssay.
FUS yeast rescue = FUS proteinopathy suppression in yeast | S. cerevisiae FUS-expressing, growth rescue, OD600, 24 h | Potency, µM (series often up to 76.6 µM), for inactives: at the highest dose growth rescue (activation), usual class: activators | 390,000 compounds, 0.24% hits | AID 1347120;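 further: potency means the concentration at half of the fitted maximal effect; plate controls were DMSO vehicle for no effect and reference control for full effect; nearly all actives have a fitted effect of over 55% in size; some results filed as inactive show a strong effect at the top dose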
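Steps: raffinose overnight preculture; dilution to OD 0.005 in 2% galactose minimal medium; compound addition (concentration series); 24hr at 30C, 99% humidity; absorbance read at 600 nm.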
D3 antag = D3 dopamine receptor (human) antagonism | P35462 | D3R cells, DiscoveRx beta-arrestin luminescence, antagonist mode; active compounds read low | max response, negative = inhibition, % | 360,000 compounds, 2.5% hits; in the data active means max response below about -50%; inconclusive means no clear call, values can overlap the other calls; further: on the % scale 0 is the no-effect control and ±100 the full control effect; mostly tested at two doses, the higher about 12 µM
Target sequence (P35462 whole entry, looked up): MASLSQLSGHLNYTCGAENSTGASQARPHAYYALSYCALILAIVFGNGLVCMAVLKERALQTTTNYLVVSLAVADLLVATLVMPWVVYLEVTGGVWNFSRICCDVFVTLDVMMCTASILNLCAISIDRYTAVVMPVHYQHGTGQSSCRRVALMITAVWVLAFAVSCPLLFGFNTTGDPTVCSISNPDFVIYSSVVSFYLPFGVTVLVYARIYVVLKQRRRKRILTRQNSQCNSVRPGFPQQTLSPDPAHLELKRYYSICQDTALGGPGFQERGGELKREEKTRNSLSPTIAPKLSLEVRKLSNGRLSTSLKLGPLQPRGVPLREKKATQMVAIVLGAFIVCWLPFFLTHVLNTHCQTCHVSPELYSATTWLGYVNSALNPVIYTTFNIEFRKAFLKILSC
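Cells expressing the human receptor were seeded at 1500 cells/well, incubated overnight at 37 degrees C in 5% CO2, then exposed to library compounds with dopamine controls for 90 minutes at 37 degrees C before luminescent detection.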
D3 ag = agonists of human D3 dopamine receptor; 410,000 compounds, 0.58% hits; max activation, %; D3R DiscoveRx beta-arrestin cells, luminescence, 90 min; in the data active means max activation above about 30%; further: 0% is about no effect; mostly tested at two doses, the higher about 12 µM
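Agonist-mode cell screen: cells plated at 1500/well and incubated overnight at 37 °C, then exposed to library compounds for 90 min at 37 °C. Detection reagent was added for 30–60 min at room temperature, and luminescence was read.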
aSyn yeast inh = rescues yeast growth from alpha-synuclein toxicity; Yeast expressing alpha-synuclein, growth rescue, BacTiter-Glo, 24 h; Potency, µM (series often up to 46.1 µM), for the others: at the highest dose growth rescue (activation), most hits filed as activators; 370,000 compounds, 0.14% hits; AID 652106; further: potency means the concentration at half of the fitted maximal effect; % of control where 0% means no effect; nearly all actives have a fitted effect of over 65% in size
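Readout is rescue of growth in alpha-synuclein-expressing yeast, so inhibitors of toxicity appear as activators. Growth after 24 hr at 30 deg C in galactose medium is quantified by luminescence.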
EPAC2 antagonist = antagonists of human EPAC2; Q8WZA2; 360,000 compounds, 0.18% hits; EPAC2 GEF exchange of Rap1B-BODIPY-GDP, fluorescence; Potency, µM (series often up to 114 µM), for inactives: at the highest dose activity, negative = inhibition, usual class: inhibitors; further: potency means the concentration at half of the fitted maximal effect; on the % scale 0 is the no-effect control and ±100 the full control effect; nearly all actives have a fitted effect of over 45% in size; many of its hits are not listed in these tables
Abeta rescue = restores growth of yeast expressing A-beta42 peptide; yeast expressing A-beta42, growth rescue, OD600, 48 h; response scale: 0% DMSO, 100% iron-clioquinol control; Potency, µM (highest dose often 46.1 µM), without a hit: top-dose growth rescue, most hits filed as activators; 410,000 compounds, 0.063% hits; AID 1347071; further: potency means the concentration at half of the fitted maximal effect; nearly all actives have a fitted effect of over 55% in size
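Yeast A-beta toxicity model in growth medium with pinned compounds, 48 h at 30 C; growth read as absorbance at 600 nm. Normalized to FeCl3/clioquinol equimolar mix (positive) and DMSO (negative).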
EPAC2 ag = agonists of human EPAC2 (RAPGEF4); Q8WZA2; EPAC2 activation, biochemical qHTS; response scale: 100% = 6.5 mM cAMP response; Potency, µM (highest dose often 154 µM), for inactives: at the top dose activation, actives largely listed as activators; 360,000 compounds, 0.079% hits; further: potency means the concentration at half of the fitted maximal effect; nearly all actives have a fitted effect of over 50% in size
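Exchange assay: 100 nM EPAC2 with 250 nM Rap1B-BODIPY-GDP and 50 uM GDP. Fluorescence (ex 480/em 540 nm) read every 5 min for 30 min at room temperature. Data normalized to 6.5 mM cAMP as agonist control.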
TDP-43 yeast inh = inhibitors of TDP-43 toxicity in yeast. TDP-43 expressing yeast growth rescue, BacTiter-Glo, 24 h. 410,000 compounds, 1.8% hits. Potency, µM (highest dose often 46.1 µM), for inactives: at the highest dose growth rescue (activation), most hits filed as activators; further: potency means the concentration at half of the fitted maximal effect; % of control where 0% means no effect; nearly all actives have a fitted effect of over 50% in size
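Growth rescue of TDP-43-toxic yeast measured as ATP luminescence (BacTiter-Glo). Cells grown to mid-log in raffinose, induced in galactose at OD600=0.02, exposed to compound 24 hr at 30 deg C.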
Starred values were filed as active, the others as inactive; ? = inconclusive; · = no result given; [ ] = another dose, or the depositor's remark. Unless noted, the call rests on the fitted dose curve; in most records, active means well fitted curve in the direction sought with a large enough effect; inconclusive means small, poorly fitted or top-dose-only effect, or another doubt; inactive means no such curve, though single readings can be large; an effect the other way counts as inactive or inconclusive. Not all compounds are listed. The share of hits here may be higher or lower than overall.

canonical_smiles | FUS yeast rescue | D3 antag | D3 ag | aSyn yeast inh | EPAC2 antagonist | Abeta rescue | EPAC2 ag | TDP-43 yeast inh
O=C(NCCN1CCOCC1)C(=O)NCC1OCCCN1S(=O)(=O)c1cc(F)ccc1F (stereo unspecified) | 20% | -7 | -2 | 6% | -2% | 14% | 0% | -1%
Cc1ccc(C(=O)NCC(=O)N2CCN(c3cccc(Cl)c3)CC2)s1 | 9% | -3 | -4 | 1% | -6% | -11% | 5% | -28%
Cc1ccc(NS(=O)(=O)c2ccc(N3C(=O)CCC3=O)cc2)cc1 | 15% | -8 | 3 | 1% | 2% | 25% | 6% | 10%
CC(C)(C)NC(=O)c1ccc(NC(=O)CSc2ccccc2)cc1 | 4% | -21 | -4 | 7% | -1% | 26% | -6% | -4%[9.22 µM]
CCC(/C=N/NC(=O)c1ccccc1F)CC | -7% | 2 | 2 | -1% | 5% | -8% | -5% | 0%
C[C@H](CCCC/C=C/C(=O)O)O[C@@H]1O[C@@H](C)[C@H](O)C[C@H]1O | -26% | 3 | 44* | -2% | 19% | 9% | 5% | 8%
COC(=O)c1ccc(Cn2nc(C)cc2C)cc1 | -2% | 16 | 0 | 1% | 8% | 19% | -3% | 14%
Cc1ccc(OCC(=O)Nc2nnc(SCc3cc(=O)n4cc(C)ccc4n3)s2)cc1 | 2% | · | -2 | · | · | -9% | · | 11%
CCNC(=O)CC1C(=O)N(c2ccc(F)cc2)C(=O)N1CCc1ccc(OC)cc1 (stereo unspecified) | 12% | 18 | 4 | -4% | 7% | 9% | -2% | -13%
O=C(COc1cccc(Cl)c1)Nc1ccc2c(c1)CCC2 | -3% | 10 | -2 | -6% | 0% | -11% | 10% | -14%
Cc1cc(C)n2nc(C(=O)Oc3ccc4c(c3)OCO4)nc2n1 | 26% | 18 | -4 | -6% | -1% | 21% | 5% | 0%
COc1ccc(/C(O)=C2/C(=O)C(=O)N(CCN(C)C)C2c2ccc(F)cc2)cc1Cl (stereo unspecified) | 15% | -15 | -5 | -6% | -3% | -2% | 2% | -5%
CC(C)NC(=O)Cn1c(SCC(=O)NC2CCCC2)nc2ccccc21 | 10% | 5 | 11 | 0% | 0% | -10% | 7% | -25%
CCN(CC)CCn1c(SCC(=O)NCc2ccccc2)nc2c(sc3ccccc32)c1=O | 7% | -8 | 3 | 3% | 3% | 12% | 3% | -20%
CC1(CO)COC2(OC1)C(=O)Nc1ccccc12 (stereo unspecified) | 2% | 17 | 3 | 0% | 3% | -10% | -1% | -7%

canonical_smiles | FUS yeast rescue | D3 antag | D3 ag | aSyn yeast inh | EPAC2 antagonist | Abeta rescue | EPAC2 ag | TDP-43 yeast inh
Cc1ccc2cc(C3CC(c4ccco4)=NN3C(=O)CCCC(=O)O)c(Cl)nc2c1 (stereo unspecified) | -14% | -28 | -13 | 0% | 20% | -6% | 13% | -6%
C=CCOc1cccc(/C=N/NC(=O)CN2CCCCC2)c1 | 26% | 3 | 2 | 0% | -5% | 14% | 2% | 4%
COc1ccc(C(C)NC(=O)C23CC4CC(CC(C4)C2)C3)cc1 (stereo unspecified) | 8% | 16 | -3 | 1% | -1% | 6% | -3% | -10%
Cn1ncc(Br)c1NC(=O)Nc1ccc(OC(F)(F)F)cc1 | 20% | -12 | -1 | -8% | -29% | -7% | 4% | -19%
O=c1c2ccccc2nc2n1CCN2 | -10% | -6 | 0 | -5% | 2% | 1% | 5% | -12%
COCCCNC(=O)c1ccc(S(=O)(=O)c2ccc(C)cc2)c(NC(C)=O)c1 | 6% | 0 | -5 | -5% | 4% | -1% | 15% | 5%
O=c1c2sc3ccccc3c2n(Cc2ccccc2)c(=O)n1CCc1ccccc1 | -33% | · | 1 | · | · | -4% | · | 16%
NC(=O)NC(=O)Nc1ccccc1Cl | -17% | -16 | 1 | -5% | 6% | 2% | -2% | 12%
COc1ccc(-c2ccc(OC)c(OC)c2OC)c(OC)c1OC | · | 7 | 4 | -9% | -2% | 0% | -1% | 7%
CC1CCCCC1NC(=O)COC(=O)c1ccccc1NC(=O)c1ccco1 (stereo unspecified) | -9% | 10 | 0 | -4% | -8% | 2% | -4% | -1%
CCOc1ccc(C)cc1S(=O)(=O)NC1CCCCC1 | 20% | -5 | 2 | -7% | 11% | 1% | -14% | 9%
Cc1[nH]c2ccc(C(=O)Nc3ccncc3)cc2c1C | -15% | 3 | 3 | -1% | -1% | -8% | 5% | 14%
COc1ccc(CCOC(=O)c2ccc(N)c([N+](=O)[O-])c2)cc1 | 14% | -10 | 2 | -3% | -19% | 7% | 27% | ?
O=c1c2ccccc2cnn1Cc1ccc(Br)cc1F | -28% | -3 | -3 | 1% | 8% | -5% | 0% | ?
Cc1ccc(S(=O)(=O)N2CCN(S(C)(=O)=O)C2)cc1 | 11% | 49 | 18 | 0% | 15% | -4% | 5% | 0%

Arranged by formula weight (smallest number first): 8 of the compounds above
canonical_smiles | FUS yeast rescue | D3 antag | D3 ag | aSyn yeast inh | EPAC2 antagonist | Abeta rescue | EPAC2 ag | TDP-43 yeast inh
NC(=O)NC(=O)Nc1ccccc1Cl | -17% | -16 | 1 | -5% | 6% | 2% | -2% | 12%
Cc1[nH]c2ccc(C(=O)Nc3ccncc3)cc2c1C | -15% | 3 | 3 | -1% | -1% | -8% | 5% | 14%
CCOc1ccc(C)cc1S(=O)(=O)NC1CCCCC1 | 20% | -5 | 2 | -7% | 11% | 1% | -14% | 9%
COc1ccc(C(C)NC(=O)C23CC4CC(CC(C4)C2)C3)cc1 (stereo unspecified) | 8% | 16 | -3 | 1% | -1% | 6% | -3% | -10%
CC(C)(C)NC(=O)c1ccc(NC(=O)CSc2ccccc2)cc1 | 4% | -21 | -4 | 7% | -1% | 26% | -6% | -4%[9.22 µM]
Cc1ccc(NS(=O)(=O)c2ccc(N3C(=O)CCC3=O)cc2)cc1 | 15% | -8 | 3 | 1% | 2% | 25% | 6% | 10%
COCCCNC(=O)c1ccc(S(=O)(=O)c2ccc(C)cc2)c(NC(C)=O)c1 | 6% | 0 | -5 | -5% | 4% | -1% | 15% | 5%
O=c1c2sc3ccccc3c2n(Cc2ccccc2)c(=O)n1CCc1ccccc1 | -33% | · | 1 | · | · | -4% | · | 16%

(further entries)
Each structure is followed by: FUS yeast rescue, D3 antag, D3 ag, aSyn yeast inh, EPAC2 antagonist, Abeta rescue, EPAC2 ag, TDP-43 yeast inh
- O=C(CSc1nnc(-c2ccco2)n1CC1CCCO1)c1ccccc1 (stereo unspecified)
  14%, -26, 1, 2%, 4%, 8%, -1%, 3%
- CC(C)(C)NC(=O)c1ccncc1
  -24%, -19, -7, 4%, -1%, 1%, 3%, 0%
- CCOc1ccc(CCN2C(=O)C(=O)N([C@@H](CC(C)C)CN3CCC[C@H]3CN3C(=O)C(=O)NC[C@@H]3CC(C)C)C[C@@H]2Cc2ccc(O)cc2)cc1
  28%, -14, 4, -4%, -11%, -9%, -4%, -8%
- O=C(Nc1ccnn1C1CCN(CCCC2CCCC2)CC1)c1ccccc1
  0%, -1, -12, 5%, 1%, 10%, -6%, 8%
- Cc1ccccc1Nc1cc(C(=O)NC2CCC(C)CC2)c2ccccc2n1 (stereo unspecified)
  -14%, ·, -3, ·, ·, -9%, ·, 25%
- O=C1N/C(=N\S(=O)(=O)Cc2ccccc2)S/C1=C/c1cc([N+](=O)[O-])ccc1O
  -10%, ?, -11, 0%, -8%, -7%, 1%, 5%
- COCCN(Cc1cc2cccc(C)c2n2nnnc12)C(=O)C(F)(F)F
  24%, 28, 2, 1%, -1%, 5%, 0%, -9%
- CCOC(=O)C1=C(N)N2C(=O)C(C)SC2=C(C(=O)OCC)C1c1cc(OC)c(OC)c(OC)c1 (stereo unspecified)
  21%, -20, -8, -3%, 0%, -12%, -1%, 9%
- Cc1cc(C)cc(N2Cc3ccccc3C2)c1
  -26%, -5, 2, -5%, 2%, 1%, 6%, 15%
- C=CCNC(=O)N1CCCC(C(=O)c2cccc(Cl)c2)C1 (stereo unspecified)
  14%, 3, 0, 0%, 3%, -1%, 1%, -2%[9.22 µM]
- C[C@H]1COc2cccc(N3CCC[C@@H]3CO)c2S(=O)(=O)N1
  -28%, 6, 2, -11%, 5%, -9%, 1%, 18%
- COc1ccc(C(=O)CSc2nc3ccccc3n2CC(=O)NC(C)(C)C)cc1
  12%, ?, -9, 14µM*, -3%, 4%, -4%, 0%
- COCCNC(=S)Nc1ccc([N+](=O)[O-])cc1C
  16%, 4, 2, -8%, 0%, -1%, -1%, 5%
- Cc1cc(Nc2ncc(Cl)cc2Cl)n[nH]1
  1%, -5, 0, 0%, 5%, ?, 2%, ?
- Cc1[nH]n2c(=O)c3c(nc2c1-c1ccc(Cl)cc1)CCC3
  16%, -87*, -13, -1%, -10%, -7%, 9%, 2%
- FCCCOc1ccc(-c2nccc(-c3ccc(F)cc3)n2)cc1
  21%, 31, -4, -2%, -7%, 26%, -2%, 2%
- COc1ccc(Cc2noc(CN3CCN(c4ccc(Cl)cn4)CC3)n2)cc1OC
  31%, -10, -6, 0%, -6%, -2%, 11%, ?
- Cc1noc(C)c1C(=O)OCC(=O)Nc1ccccc1C(=O)NC(C)c1ccccc1 (stereo unspecified)
  26%, 58, -10, 9%, -1%, -4%, 0%, 19%
- c1ccc(Cn2nnnc2CN2CCN(c3ncccn3)CC2)cc1
  2%, 0, -2, 0%, 2%, 19%, 2%, 24%
- CCSc1nc(C)c(C(C)=O)cc1C#N
  -31%, -15, 3, 2%, -3%, -2%, 8%, -6%
- COc1ccc(CNC(=O)c2cc3ccccc3oc2=O)cc1
  -20%, -4, -13, -1%, -5%, 0%, 6%, -5%
- O=C1CN(C(=O)c2ccc(Br)o2)C(c2ccccc2)c2cc(F)ccc2N1 (stereo unspecified)
  16%, 14, 4, 8%, ?, 23%, 8%, 14%
- Cc1ccc(NC(=S)N2CCC(c3ccc(C)cc3)C2)cc1 (stereo unspecified)
  10%, -9, 3, -12%, -25%, ?, 9%, 18µM*
- C=CCN1CCN(C(c2ccc(Cl)cc2)c2nnnn2CCc2ccc(OC)c(OC)c2)CC1 (stereo unspecified)
  4%, -18, -1, -3%, 7%, 5%, -8%, 9%
- CCCc1cc2c(cc1NC(=O)c1ccccc1F)OCO2
  13%, 19, 1, ?, 12%, -14%, 3%, -10%
